High-throughput results deposited in PubChem by National Center for Advancing Translational Sciences (NCATS).
MBNL1-CUG inh: MBNL1-poly(CUG) RNA binding inhibition; Q9NR56; Potency, µM (series often up to 57.5 µM), without a hit: at the highest dose activity change, negative = inhibition, usual class: inhibitors; 0.036% of 280,000 active; TR-FRET MBNL1-His/biotin-(CUG)12 binding, 665/545 ratio; active means well fitted inhibition curve with a large enough effect in the signal ratio, with a control signal flat, not every such curve was filed as active; inconclusive means small, poorly fitted or top-dose-only effect, or effect the other way, or a change in a side signal; inactive means no such curve, though single readings can be large or run the other way; the % refers to the signal ratio; further: potency means the concentration at half of the fitted maximal effect; on the % scale 0 is the no-effect control and ±100 the full control effect
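Inhibition of protein-RNA binding appears as loss of TR-FRET between terbium anti-His antibody on MBNL1-His and streptavidin-XL665 on biotin-(CUG)12. Activity is normalized to buffer-only and uninhibited-complex controls.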
Mito fusion yeast: blocks mitochondrial division or promotes mitochondrial fusion | Potency, µM (top dose mostly 46.1 µM), inactives show at the top dose growth rescue (activation), most hits filed as activators | S. cerevisiae fusion-defective mutant growth rescue, CellTiterGlo 48 h | 0.23% of 320,000 active;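 further: potency means the concentration at half of the fitted maximal effect; % of control where 0% means no effect; nearly all actives have a fitted effect of over 45% in size; temperature-sensitive fusion mutants such as fzo1-1 at 37 °C on non-fermentable ethanol glycerol medium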
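Read-out: ATP-based luminescence (CellTiterGlo, 10 min ambient) reporting growth of fusion-defective ts yeast after 48 hours at 37C on glycerol/ethanol YPEG medium in the presence of compound.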
AT treatment: potential ataxia-telangiectasia treatments restoring KAP-1 phosphorylation; […] A-T fibroblasts, KAP-1 phosphorylation AlphaLISA; neocarzinostatin DNA damage 30 min before lysis; Potency, µM (highest dose often 57.5 µM), inactives show top-dose activation, most hits filed as activators; 0.19% of 320,000 active; further: potency means the concentration at half of the fitted maximal effect; % of control where 0% means no effect; nearly all actives have a fitted effect of over 45% in size
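hTERT-immortalized A-T patient fibroblasts ([…]), 500 cells/well in OPTI-MEM, 1% FBS, got compounds for 60 min, then NCS for 30 min at 37C. Lysates were then assayed for phospho-KAP-1 by AlphaLISA (anti-pKAP1 donor, anti-KAP1 acceptor beads), 6 hr at 25C.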
Menin-MLL TR inh: menin-MLL binding inhibition, Texas Red mutant peptide; Menin + Texas Red MLL mutant peptide, fluorescence polarization; O00255; 0.23% of 270,000 active; Potency, µM (series often up to 61.6 µM), without a hit: at the top dose FP activity change, negative = inhibition, usual class: inhibitors; AID 1768; active means well fitted inhibition curve with a large enough effect in the polarisation, with a control signal flat, not every such curve was filed as active; inconclusive means small, poorly fitted or top-dose-only effect, or effect the other way, or a change in a side signal; inactive means no such curve, though single readings can be large or run the other way; the % refers to the polarisation; further: potency means the concentration at half of the fitted maximal effect; % of control where 0% means no effect; many of its hits are not listed in these tables
TSG101-PTAP inh: blocks PTAP/TSG101 interaction to inhibit HIV-1 budding | Fluorescence polarization, FITC-PTAP peptide / Tsg101 binding | Potency, µM (doses to about 115 µM), without a hit: top-dose activity change, negative = inhibition, hits mostly inhibitors | 340,000 tested, under 10 active | AID 493005; active means well fitted inhibition curve with a large enough effect in the main read-out, with a control signal flat, not every such curve was filed as active; inconclusive means small, poorly fitted or top-dose-only effect, or effect the other way, or a change in a side signal; inactive means no such curve, though single readings can be large or run the other way; further: potency means the concentration at half of the fitted maximal effect; % of control where 0% means no effect
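FP read-out: FITC-PTAP peptide, 50 nM final, binding Tsg101 binding domain, 10 uM final; 20 min, r.t.; 10 mM HEPES pH 7.5, 0.15 M NaCl, 0.01% Tween 20, 3 mM EDTA, 0.1 mM TCEP.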
MLL CXXC-DNA inh: inhibitors of human MLL CXXC domain-DNA interaction; Q03164; MLL-CXXC / FITC-HOXA9 DNA fluorescence polarization; Potency, µM (series often up to 115 µM), inactives show at the top dose activity change, negative = inhibition, actives largely listed as inhibitors; 0.037% of 290,000 active; AID 2662; active means well fitted inhibition curve with a large enough effect in the polarisation, with a control signal flat, not every such curve was filed as active; inconclusive means small, poorly fitted or top-dose-only effect, or effect the other way, or a change in a side signal; inactive means no such curve, though single readings can be large or run the other way; the % refers to the polarisation; further: potency means the concentration at half of the fitted maximal effect
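Fluorescence polarization: 7 uM MLL-CXXC (stock) preincubated 5 min with compounds, then 50 nM fluorescein-HOX-A9 DNA (stock) added; 30 min ambient. Buffer 50 mM Tris-HCl pH 7.5, 50 mM NaCl, 1 mM DTT, 0.05% BSA.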
Integrin act MD: integrin-mediated muscular dystrophy alleviation activation; 0.064% of 350,000 active; alpha7betagal myoblasts, beta-gal FDG fluorescence, 48 h; AID 624291; Potency, µM (doses to about 38.3 µM), without a hit: at the top dose activation, usual class: activators;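 further: potency means the concentration at half of the fitted maximal effect; 100% = response of the positive control SU9516; nearly all actives have a fitted effect of over 60% in size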
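Alpha7betagal+/- myoblasts (passage 13) were plated 16-24 hr, then exposed to compounds (1:260 dilution of DMSO stock) for 48 hours at 37C. After MPER lysis, β-galactosidase reporter activity was read as FDG fluorescence (ex 480/em 540) after 30 minutes.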
TSHR antagonist: antagonists of human thyroid stimulating hormone receptor | activity change, negative = inhibition, % at 11.5 µM | TSHR-expressing cells, TSH-stimulated cAMP HTRF, 2 h; hits give low values | 0.2% of 330,000 active | AID 504810 | P16473;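 active means activity change below a set negative limit, meaning inhibition stronger than a set level, cut at about -70% in these data; inconclusive means activity change between two set negative limits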; further: on the % scale 0 is the no-effect control and ±100 the full control effect
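Cell-based HTRF cAMP assay; TSHR cells + compound, TSH EC80 (4nM final), 2 h, 37 deg C. Lysis with anti-cAMP cryptate and cAMP-d2, 30 min RT, read 665/620 nm.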
ASM inhibitor: blocks human secretory acid sphingomyelinase. P17405. placental ASM, HMU-PC fluorogenic substrate, 60 min. 0.006% of 340,000 active. Potency, µM (doses to about 57.5 µM), for the others: at the top dose activity change, negative = inhibition, actives largely listed as inhibitors. AID 504937; further: potency means the concentration at half of the fitted maximal effect
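Steps: dispense placental human ASM, pin compound, wait 10 min at room temperature, add HMU-PC0 substrate at 9 uM final, incubate 60 min at 37 °C, add stop solution raising pH to 10, read fluorescence.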
TCR activator: activates T cell receptor signaling. primary human leukocytes, anti-CD3, IL-2 HTRF, 48 h. Potency, µM (top dose mostly 9.22 µM), for inactives: at the highest dose activation of IL-2 secretion, hits mostly activators. 330,000 tested, under 10 active. AID 504894; further: % of control where 0% means no effect
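Primary human leukocytes were stimulated with a-CD3 beads plus compounds for 48 hr without co-stimulation; secreted IL-2 was quantified by HTRF using a-IL-2-K (europium cryptate) and a-IL-2-d2, excited at 320nm with acceptor emission read at 665nm.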
* hit, by the source's call; ? = inconclusive; / = not tested or not shown; & = joins results of further samples; [ ] = remark or other dose. Unless noted, the call rests on the fitted dose curve; in most records, active means well fitted curve in the direction sought with a large enough effect; inconclusive means small, poorly fitted or top-dose-only effect, or another doubt; inactive means no such curve, though single readings can be large; an effect the other way counts as inactive or inconclusive. Some of the compounds tested (hit frequency here may not be typical).

SMILES	MBNL1-CUG inh	Mito fusion yeast	AT treatment	Menin-MLL TR inh	TSG101-PTAP inh	MLL CXXC-DNA inh	Integrin act MD	TSHR antagonist	ASM inhibitor	TCR activator
C=CCSc1nc(O)c(C2OC(=O)c3c2ccc(OC)c3OC)c(=O)n1-c1ccccc1 (stereo not drawn)	-6%	2%	4%	/	-2%	-22%	10%	-1	0%	1%
Clc1ccsc1-c1ccnc(-n2cccc2)n1	8%	-5%	10%	16%	-1%	?	0%	-10	3%	5%
Cc1ccc(/C=C/C(=O)N2CCCC(C(N)=O)C2)o1 (stereo not drawn)	/	7%	-2%	/	0%	4%	-19%	-31	8%	-2%
COCC(C)N=C1NN=C(c2ccc(NC(C)=O)cc2)CS1 (stereo not drawn)	14%	-3%	21%	-5%	-2%	-6%	53%	7	1%	3%
COc1ccccc1CNC(=O)c1ccccc1NC(=O)C1=C(C)OCCS1	-6%	0%	23%	/	-4%	-6%	5%	-9	4%	0%
O=C(CN1CCOCC1)N1CCN(c2nnc(-c3ccccc3)c3ccccc23)CC1	17%	-2%	1%	-28%	-3%	2%	-11%	-4	-2%	1%
COc1ccc(Nc2ncnc3c2cnn3Cc2ccccc2)cc1	4%	-8%	4%	5%	-16%	-2%	4%	-5	0%	8%
COc1cc(OC)cc(-c2cc3nc(C)c(CCC(=O)O)c(=O)n3[nH]2)c1	10%	-3%	1%	-17%	-7%	5%	-12%	-1	7%	-3%
O=C(COC(=O)c1ccc(CO)cc1)NCc1cccs1	-24%	5%	11%	-4%	-2%	8%	0%	-2	5%	-6%[46.1 µM]
Cc1ccc(/C=C/C(=O)NCCc2c[nH]c3ccccc23)o1	6%	-6%	-3%	-1%	2%	-3%	10%	1	0%	10%
COc1cccc(NC(=S)N2CCC(C(=O)c3ccc(F)cc3)CC2)c1	/	/	/	/	0%	/	-34%	/	-2%	-3%
C=CCc1ccccc1OCCOc1ccc([N+](=O)[O-])cc1/C=N/NC(N)=O	-12%	5%	0%	38%[activator]	-1%	15%	-39%	8	-1%	1%
COc1ccc(-c2noc(-c3ccccc3C(=O)N3CCOCC3)n2)cc1	1%	1%	3%	2%	2%	3%	4%	-6	0%	4%
Nc1cc(=O)[nH]c(SCC(=O)Nc2ncc(C(F)(F)F)cc2Cl)n1	4%	2%	4%	-4%	-2%	-5%	16%	2	5%	0%
COc1ccccc1C(CC(=O)N1CCCC1)c1ccc2c(c1)OCO2 (stereo not drawn)	/	3%	8%	-23%	2%	1%	9%	-3	-2%	7%
O=C(COC(=O)c1ccco1)Nc1ccc(Cl)cn1	/	/	-2%	/	-4%	/	16%	-8	5%	3%
O=C(c1cccc(OC2CCN(C3CCCC3)CC2)c1)N1CCCCCCC1	4%	5%	12%	?	-1%	7%	-26%	14	-2%	/
Cc1sc2nc(SCC(N)=O)n(-c3ccccc3)c(=O)c2c1C	3%	4%	2%	-26%	-1%	-1%	-8%	3	2%	3%
Cc1cc(C)nc(Nc2n[nH]c(-c3ccc(C(C)(C)C)cc3)n2)n1	-1%	0%	-1%	8%	0%	-3%	-8%	-12	-1%	0%
O=C(CC(=O)NCc1ccccc1)NCc1ccccc1	-2%	11%	2%	-4%	-2%	2%	-11%	-4	-1%	-2%
Cc1cccc2c1[nH]c1nc(N/N=C\c3ccco3)nnc12	20%	-3%	-1%	1%	/	17%	/	-4	/	/
CC(=O)Nc1ccc(N2C(=O)c3cccc(NC(C)=O)c3C2=O)cc1	?	-2%	8%	8%	-3%	3%	0%	-5	-1%	0%[46.1 µM]
Cc1ccc2cc(CN(CCN(C)C)C(=S)Nc3ccccc3)c(=O)[nH]c2c1C	9%	-5%	4%	-7%	-7%	4%	-51%[inhibitor]	22	3%	1%
COc1ccc(NC(=O)CN(C)C(=O)C(Sc2ccccc2)c2ccccc2)cc1 (stereo not drawn)	/	-3%	9%	/	-7%	/	-37%[inhibitor]	7	-3%	1%
COc1ccccc1CNC(c1ccccc1)c1ccccc1	-6%	2%	28µM*	-11%	-6%	-1%	-18%	4	-1%	-17%
The listing continues:
SMILES	MBNL1-CUG inh	Mito fusion yeast	AT treatment	Menin-MLL TR inh	TSG101-PTAP inh	MLL CXXC-DNA inh	Integrin act MD	TSHR antagonist	ASM inhibitor	TCR activator
CSc1ccc(/C=C/C(=O)OCC(=O)N2CCc3ccccc32)cc1	/	0%	2%	/	-5%	/	-36%	13	5%	/
O=C(NC(=S)Nc1cccc(F)c1)c1cccc([N+](=O)[O-])c1	?	-3%	-6%	61%[activator]	-11%	13%	26%	33	-1%	2%
Cc1ccc(NC(=O)N2CCC(c3nc4c(nnn4Cc4c(F)cccc4Cl)c(=O)[nH]3)CC2)cc1	6%	1%	/	4%	-7%	7%	-2%	-13	?	4%
Cc1ccc2nc(C3CCN(C(=O)NCc4ccccc4)CC3)[nH]c2c1	-8%	-3%	5%	-3%	/	-16%	-10%	0	3%	/
CC1CCCCN1C(=O)C12CCC(C)(/C(=N/O)C1)C2(C)C (stereo not drawn)	0%	2%	4%	-6%	-7%	1%	23%	-3	1%	-2%
CC(C)CCNC(=O)CN(C(=O)CCC(=O)Nc1ccccn1)c1ccc(F)c(Cl)c1	-3%	-6%	0%	11%	0%	1%	-2%	8	-4%	2%
COc1cc(C2=Nc3ccc(Br)cc3C(c3ccccc3)N2CC(=O)NN)cc(OC)c1OC (stereo not drawn)	/	2%	2%	/	-2%	-5%	29%	2	2%	-3%
CCc1cc2c(nc1CC)CCN(CC/C(C)=N/O[C@@H](C)c1cc(-c3c(C)cc(C)cc3C)no1)C2	-1%	7%	-2%	?	/	13%	/	-3	/	/
Cc1ccc(-n2c(C)c3c(C)nnc(C)c3c2C)cc1	17%	-2%	11%	1%	/	0%	/	16	/	/
O=C1CCC/C1=C/Nc1ccc2c(c1)OCO2	27%	3%	-7%	?	-2%	10%	5%	-2	-4%	1%
CCOC(=O)c1[nH]c(C)c(C(=O)N2CCN(c3cccc(Cl)c3)CC2)c1C	-1%	11%	-4%	0%	-11%	7%	-15%	13	-7%	3%
COC(=O)C1=C(C)N(Cc2ccccc2)C(=NCC(C)C)N[C@H]1c1ccccc1	-16%&-15%	-1%&-17%	-2%&11%	2%&-13%	-6%	0%&10%	-33%	2&5	10%	4%
CC1Cc2ccccc2N1C(=O)Cn1c(=O)oc2cc(S(=O)(=O)N3CCCCC3)ccc21 (stereo not drawn)	-11%	8%	11%	?	1%	47%[activator]	-2%	3	-1%	2%
C(#Cc1ccc(C#CCN2CCOCC2)cc1)CN1CCOCC1	-8%	7%	/	0%	-14%	2%	10%	5	2%	-5%
COC(=O)c1ccc(SCc2cnc(Cl)s2)cc1	?	-2%	12%	12%	-4%	?	3%	-11	0%	0%
O=C(C1CCN(S(=O)(=O)N2CCOCC2)CC1)N1CCN(Cc2ccccc2)CC1	-1%	-1%	3%	9%	1%	-7%	7%	-6	4%	-6%

Nothing new here: entries from further up.
SMILES	MBNL1-CUG inh	Mito fusion yeast	AT treatment	Menin-MLL TR inh	TSG101-PTAP inh	MLL CXXC-DNA inh	Integrin act MD	TSHR antagonist	ASM inhibitor	TCR activator
CCOC(=O)c1[nH]c(C)c(C(=O)N2CCN(c3cccc(Cl)c3)CC2)c1C	-1%	11%	-4%	0%	-11%	7%	-15%	13	-7%	3%
COC(=O)C1=C(C)N(Cc2ccccc2)C(=NCC(C)C)N[C@H]1c1ccccc1	-16%&-15%	-1%&-17%	-2%&11%	2%&-13%	-6%	0%&10%	-33%	2&5	10%	4%
CC1Cc2ccccc2N1C(=O)Cn1c(=O)oc2cc(S(=O)(=O)N3CCCCC3)ccc21 (stereo not drawn)	-11%	8%	11%	?	1%	47%[activator]	-2%	3	-1%	2%
C(#Cc1ccc(C#CCN2CCOCC2)cc1)CN1CCOCC1	-8%	7%	/	0%	-14%	2%	10%	5	2%	-5%
COC(=O)c1ccc(SCc2cnc(Cl)s2)cc1	?	-2%	12%	12%	-4%	?	3%	-11	0%	0%
O=C(C1CCN(S(=O)(=O)N2CCOCC2)CC1)N1CCN(Cc2ccccc2)CC1	-1%	-1%	3%	9%	1%	-7%	7%	-6	4%	-6%
